# FXIIa inh: inhibitors of human coagulation factor XIIa | P00748 | purified FXIIa, Boc-QGR-AMC fluorogenic substrate, 2 h | inhibition, % at 5 µM | 220,000 compounds, 0.3% hits | AID 800; in the data active = inhibition above about 40%;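 also: 0% = enzyme with no compound and 100% = blank without enzyme; many of its hits are not listed in these tables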
# FXIa inh: factor XIa (human) inhibition; 220,000 compounds, 0.14% hits; P03951; inhibition, % at 5 µM; purified FXIa, Boc-Glu-Ala-Arg-AMC fluorogenic substrate;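 active = inhibition of at least 40%; inactive = inhibition below 40%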;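 also: fluorescence of freed AMC excited at 355 nm; 0% = enzyme without compound and 100% = no enzyme blank; many of its hits are not listed in these tables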
# Cl transport mod: KCC2 (human) Cl- transport modulation. Q9H2X9. KCC2 cells, thallium flux FluoZin-2 fluorescence. B-score of Tl+ flux slope (higher = more flux/activation; lower = inhibition) at 10 µM. 190,000 compounds, 2.2% hits;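 active = thallium flux slope and its plate-corrected score both differing from the plate sample mean at a set confidence after two filtering rounds, in either direction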;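 also: slope of fluorescence scaled to starting intensity during 10 to 20 s after thallium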
# PERK inhibitor: blocks human PERK kinase; Q9NZJ5; CHO PERK-DD fusion, SEAP luminescence translation reporter; inhibition, % at 5.6 µM; 220,000 compounds, 0.17% hits; AID 1416;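 active = inhibition above the mean inhibition of all tested compounds plus 3 SD, set separately per screening campaign, cut at about 2.9% in these data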;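 also: PERK kinase domain activated by AP20187 dimerizer at 100 nM; 0% = DMSO with dimerizer and 100% = rapamycin at 8.4 µM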
# Wee1 stabilizer: inhibitors of human Wee1 degradation | P30291 | HeLa Luc-Wee1K328M stability, luciferase luminescence; 100% = proteasome inhibitor MG132 effect | reporter increase, % at 5 µM | 220,000 compounds, 1.2% hits;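 active = activation above the mean of all tested compounds plus 3 SD, set per screening run, cut at about 8.8% in these data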;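 also: cells exposed to compound for 20 h before luminescence read; 0% = DMSO alone and 100% = MG132 at 30 µM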
# Target sequence (P30291 whole entry K328M): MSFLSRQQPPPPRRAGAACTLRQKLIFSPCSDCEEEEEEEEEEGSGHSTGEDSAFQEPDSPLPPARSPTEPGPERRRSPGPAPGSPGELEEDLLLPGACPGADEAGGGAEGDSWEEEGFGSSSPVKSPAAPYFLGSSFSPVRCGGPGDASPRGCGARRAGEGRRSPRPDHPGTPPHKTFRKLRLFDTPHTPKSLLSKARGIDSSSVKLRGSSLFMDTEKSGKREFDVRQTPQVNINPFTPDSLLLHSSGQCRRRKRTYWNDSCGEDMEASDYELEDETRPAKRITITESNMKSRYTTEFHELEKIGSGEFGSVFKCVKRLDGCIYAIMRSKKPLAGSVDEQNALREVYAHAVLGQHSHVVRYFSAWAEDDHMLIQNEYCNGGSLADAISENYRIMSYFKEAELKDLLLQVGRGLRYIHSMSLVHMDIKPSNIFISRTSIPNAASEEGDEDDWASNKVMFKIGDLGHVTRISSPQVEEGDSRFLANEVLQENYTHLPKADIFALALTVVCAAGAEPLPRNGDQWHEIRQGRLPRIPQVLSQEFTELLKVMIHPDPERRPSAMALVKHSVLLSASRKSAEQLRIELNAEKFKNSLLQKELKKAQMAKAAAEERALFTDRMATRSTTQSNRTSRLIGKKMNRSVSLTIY
# thrombin 1536: thrombin (human) inhibition. P00734. alpha-thrombin, Boc-VPR-AMC fluorogenic substrate cleavage. inhibition, % at 5 µM. 220,000 compounds, 0.26% hits;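 active = inhibition at or above 40%; inactive = inhibition below 40%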;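 also: 0% = enzyme with no compound and 100% = wells without enzyme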
#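 Material: Human alpha-thrombin protein | Buffer or medium: pH 7.5 Tris-saline with Tween 20 | Reagent: Boc-VPR-AMC substrate, 15 µM final | Schedule: Reaction at ambient temperature | Detection: AMC fluorescence at 355 nm excitation and 460 nm emission | Evaluation: Percent inhibition scaled between no-compound controls and no-enzyme blanks | Controls: no-compound enzyme wells and no-enzyme blanks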
# p97 ATPase inh: blocks human p97 ATPase activity. P55072. recombinant p97 ATPase, Kinase-Glo ATP luminescence, 3 h. inhibition, % at 8 µM. 220,000 compounds, 0.42% hits; in the data active = inhibition above about 15%;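 also: 0% = DMSO vehicle and 100% = wells lacking enzyme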
# Furin inhibitor: human furin inhibition; P09958; purified furin, fluorogenic substrate cleavage; inhibition, % at 30 µM; 220,000 compounds, 0.061% hits; AID 463115; in the data active = inhibition above about 25%; also: inactives centre near -15
# hK5 inh: blocks human kallikrein 5 protease activity | Q9Y337 | recombinant hK5, fluorogenic AMC substrate cleavage | inhibition, % at 5 µM | 210,000 compounds, 0.59% hits;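 active = inhibition of 40% or more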;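 also: 0% = enzyme controls without compound and 100% = no-enzyme blanks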
# Target sequence (Q9Y337 67-293 limits assumed): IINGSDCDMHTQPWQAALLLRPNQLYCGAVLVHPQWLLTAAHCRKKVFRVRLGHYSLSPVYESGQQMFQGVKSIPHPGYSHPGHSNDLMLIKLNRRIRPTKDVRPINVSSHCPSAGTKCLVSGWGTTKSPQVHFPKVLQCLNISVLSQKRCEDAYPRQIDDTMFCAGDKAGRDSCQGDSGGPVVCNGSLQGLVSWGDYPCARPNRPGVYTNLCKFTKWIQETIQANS
# The depositor's hits bear a star; i = inactive; . = not tested or not shown; [ ] = another dose, or the depositor's remark.
FXIIa inh,FXIa inh,Cl transport mod,PERK inhibitor,Wee1 stabilizer,thrombin 1536,p97 ATPase inh,Furin inhibitor,hK5 inh,mol
9,-2,.,0.7,1,-6,1,-21[20 µM],-9,CC1(C)CC(N(Cc2cccs2)C(=O)c2ccco2)CCO1 (centres undefined)
5,-3,-0.017,1.3,-2,-8,4,-26,1,CC(C)c1nnc(NC(=O)C2CCCO2)s1 (centres undefined)
-16,-4,1.3,1.2,1,-13,4,-25[20 µM],1,N#Cc1c(N)nc2c3c(sc(=N)c2c1N)NC(=O)CC3c1ccccc1Cl (centres undefined)
14,-2,0.88,-0.7,5,4,-6,-16[20 µM],3,CC1(C)OC(=O)C(=C2CCCN2)C(=O)O1
6,-5,0.25,0.5,4,0,2,-24,-30,COc1ccccc1C(=O)Nc1onc(C)c1C#N
0,-4,0.33,-0.3,3,-11,3,-7,-3,COc1ccccc1NC(=O)N1CCN(Cc2ccc3c(c2)OCO3)CC1
10,-7,-2.6,0.2,3,-7,1,-17,-6,COc1ccccc1C(=O)N1CCN(c2cccc(Cl)c2)CC1
0,-3,-1.3,-1.6,-1,-10,-2,-12,-5,Brc1cccc(CNc2nc3ccccc3n2CCN2CCCCC2)c1
3,5,0.015,-0.8,2,-6,6,-12,-16,Cc1ccc(C(=O)Nc2cccc(C(=O)NCc3ccccc3)c2)cc1
16,5,-0.14,-0.1,-4,3,4,-14,-16,COCCN1Cc2c(sc(C)c2C)N(C(=O)c2ccccc2)C1
4,9,-0.85,-0.7,-1,-6,-3,-12,-7,c1ccc(CN2CCC(Nc3nc(-c4cccs4)nc4ccccc34)CC2)cc1
13,-3,0.65,-0.3,-2,-3,-3,-29,2,Cc1ccccc1CC1(CO)CCCN(C(=O)c2cccc(Cl)c2)C1 (centres undefined)
2,-3,0.9,0.7,1,2,1,-17,-9,CC(C)c1ccc(CNc2ccc([N+](=O)[O-])cn2)cc1
10,-3,-0.027,-0.8,2,-4,1,-11[20 µM],3,Cn1c(SCC(=O)Nc2nccs2)nnc1-c1ccc(S(=O)(=O)N2CCCC2)cc1
-5,2,0.2,-0.2,-1,2,2,-7,-11,CC1(C)CC(=O)C2=C(C1)Nc1ccccc1NC2c1ccc2c(c1)OCO2 (centres undefined)
0,-8,.,-0.2,0,-5,3,-29[20 µM],-11,CC(=O)Nc1ccc(S(=O)(=O)NCC2CCC(C(=O)NCCC3=CCCCC3)CC2)cc1 (centres undefined)
8,0,-0.035,0.8,0,3,-7,-11,-7,COc1ccccc1NC(=O)c1c(N=Cc2cccc([N+](=O)[O-])c2)cnn1C
8,1,-0.17,-0.7,3,.,5,-26,-1,Cc1cc(C)n(/N=C/c2ccccc2O)c(=O)c1
9,3,0.48,0.9,4,2,4,-22,-19,CCOC(=O)c1cnc(SCC(=O)Nc2ccc(NC(C)=O)c(OC)c2)nc1N
9,8,0.7,0.3,0,14,2,-33,0,O=C(NC1CCCCC1)C(c1cccnc1)N(C(=O)c1ccc(Cl)nc1)C1CCCCC1 (centres undefined)
1,-3,0.89,-1.0,0,-4,5,4,1,COc1ccc(-n2c(SCC(=O)Nc3ccc4c(c3)OCO4)nc3ccccc3c2=O)cc1
11,-2,1.2,-0.1,5,0,1,-31[20 µM],-11,Cc1ccc(Nc2cc(-n3cccn3)ncn2)c(C)c1
5,-5,.,1.1,1,-13,1,-19,-24,CCOc1ccc(NC(=O)N(CCN2CCOCC2)Cc2ccc3c(c2)CCCN3CC)cc1
13,6,.,-0.8,-1,3,6,-12,20,O=S(=O)(c1ccccc1F)N(Cc1ccco1)Cc1nnc(-c2ccccc2Br)o1
27,15,0.31,-0.6,-1,-1,1,-12[20 µM],-3,Cc1cccc(C)c1OCC(=O)Nn1c(COc2ccccc2)nc2ccccc2c1=O
10,-3,0.49,1.5,-2,2,3,-31,-3,CC1(C)CC(Cc2nc(=S)[nH][nH]2)C(=O)O1 (centres undefined)
5,-2,-0.033,-0.5,-1,-5,1,-15,-21,Cc1ccc(NC(=O)COC(=O)C2=COCCO2)cc1
14,4,-0.49,0.6,0,0,-3,-14[20 µM],-4,CCOC(=O)C1C(c2cccc(Cl)c2Cl)NC(=O)NC1(O)C(F)(F)F (centres undefined)
6,-4,-0.33,-0.2,-4,-1,0,-13,0,COc1ccc(C2=NN(C(=O)CCCC(=O)O)C(c3cccs3)C2)cc1OC (centres undefined)
9,-3,1.8,0.8,5,-6,5,-24,0,COC(=O)c1ccc(CSC(=N)N)o1
5,-5,0.74,0.2,4,-5,6,-18,-3,O=C(CCN1C(=O)/C(=C/c2cccs2)SC1=S)NNC(=O)c1cccc(O)c1
6,-2,-0.9,-0.7,3,-7,-8,-15,-3,Cc1nn(Cc2ccc(Cl)c(Cl)c2)c(C)c1NC(=O)c1cc(C2CC2)on1
-4,-4,1,0.2,0,-11,4,-32,-9,Cc1cc(C)n(-c2ccc(Oc3ccccc3)c(S(=O)(=O)O)c2)n1
4,0,-0.88,0.9,-2,2,2,-20,-3,CC1CCCC(NC(=O)COC(=O)COc2ccccc2Cl)C1C (centres undefined)
12,-9,2.4,-1.4,-1,1,-6,6,-16,COc1ccccc1NC(=O)C1=C(C)NC2=C(C(=O)CCC2)C1c1ccc(C)o1 (centres undefined)
16,8,i,-0.5,2,0,11,14,8,CCCN1C(=O)/C(=C/c2c(N3CCNC(=O)C3CC(=O)OCC)nc3c(C)cccn3c2=O)SC1=S (centres undefined)
15,2,0.88,0.7,-1,1,3,-19[20 µM],0,CCCn1c(N)c(C(=O)CSc2nnc(C3CC3)n2Cc2ccccc2)c(=O)[nH]c1=O
7,4,.,-1.1,2,6,-4,-10[20 µM],1,Cc1cc(NC(=O)c2ccc(NC(=O)CC(C)C)cc2)no1
10,-1,-0.46,-0.4,4,-10,-1,-13,0,CCS(=O)(=O)Nc1cc(OC)c(OC)cc1Cc1nccc2cc(OC)c(OC)cc12
7,6,0.0032,1.2,-1,3,8,-19,3,CC(C)c1ccc(NS(=O)(=O)c2ccc3[nH]cc(C(=O)N4CCC(C(N)=O)CC4)c(=O)c3c2)cc1
0,-4,-0.13,0.3,1,-9,2,15[20 µM],-14,O=C(c1cccc(S(=O)(=O)N2CCCC2)c1)N1CCN(c2ccccc2)CC1
7,6,-0.48,-0.2,0,32,4,0,19,Cc1c(C(=O)NCc2ccc3c(c2)OCO3)sc2nc(-c3ccc(F)cc3)cn12
3,-2,.,0.9,2,-1,5,-9,11,O=C(NNc1ccccc1[N+](=O)[O-])NC1CCCCC1
7,-2,0.55,1.1,4,-6,3,-17,1,Cc1ccc(O)c(C(CC(=O)NCc2cccnc2)c2ccccc2)c1 (centres undefined)
5,1,0.36,-0.3,-2,-1,2,-23,-9,Cc1ccnc(SCc2cn3c(C)cc(C)nc3n2)n1
2,-5,2,-0.1,5,-3,-2,-14,-2,CCCn1c(C)cs/c1=N\C(=S)Nc1ccccc1
-19,-7,0.028,-0.3,0,15,-4,-10[20 µM],-20,COc1ccc2c(c1)C1NC(=S)N[C@@](C)(O2)C1C(=O)Nc1ccccc1 (some centres undefined)
17,2,0.85,-0.9,0,4,0,-9[20 µM],-6,COc1ccc(S(=O)(=O)NCC(c2cccnc2)N2CCN(c3ccccc3)CC2)cc1C (centres undefined)
5,-5,-2.7,1.1,-4,-13,3,-28,-4,O=C1NCCN(Cc2ccc(Cl)c(F)c2)C1CC(=O)N1CCc2ccccc2C1 (centres undefined)
-6,-15,.,0.7,-2,-7,-2,-28,-3,O=C(CN1C(=O)c2ccccc2C1=O)NCC1CCCO1 (centres undefined)

# Three entries from above, field by field.
SMILES: O=C(c1cccc(S(=O)(=O)N2CCCC2)c1)N1CCN(c2ccccc2)CC1
  FXIIa inh = 0; FXIa inh = -4; Cl transport mod = -0.13; PERK inhibitor = 0.3; Wee1 stabilizer = 1; thrombin 1536 = -9; p97 ATPase inh = 2; Furin inhibitor = 15[20 µM]; hK5 inh = -14

SMILES: Cc1c(C(=O)NCc2ccc3c(c2)OCO3)sc2nc(-c3ccc(F)cc3)cn12
  FXIIa inh = 7; FXIa inh = 6; Cl transport mod = -0.48; PERK inhibitor = -0.2; Wee1 stabilizer = 0; thrombin 1536 = 32; p97 ATPase inh = 4; Furin inhibitor = 0; hK5 inh = 19

SMILES: O=C(NNc1ccccc1[N+](=O)[O-])NC1CCCCC1
  FXIIa inh = 3; FXIa inh = -2; Cl transport mod = .; PERK inhibitor = 0.9; Wee1 stabilizer = 2; thrombin 1536 = -1; p97 ATPase inh = 5; Furin inhibitor = -9; hK5 inh = 11

# The listing continues.
FXIIa inh,FXIa inh,Cl transport mod,PERK inhibitor,Wee1 stabilizer,thrombin 1536,p97 ATPase inh,Furin inhibitor,hK5 inh,mol
-3,16,-0.26,0.7,-1,2,0,-9[20 µM],3,Clc1ccc(OCCSc2ncccn2)cc1
7,-4,0.74,0.1,-2,-12,3,-34,-1,Cc1nc(N2CCN(c3ccccc3)CC2)[nH]c(=O)c1CCC(C)C
-2,-5,.,-2.0,-1,-7,-4,-10,-4,Cc1ccc(NC(=O)N2CCCN(Cc3ccc(F)cc3)C2)cc1C
9,7,.,1.6,-1,-1,13,-8,3,O=C1/C(=C\c2ccc(O)cc2)SC(=S)N1/N=C/c1ccc(O)cc1
5,2,-0.79,0.9,-4,-2,-5,-6,3,COc1ccc(-c2csc(Nc3ccc(S(=O)(=O)Nc4cc(C)on4)cc3)n2)cc1
8,-5,0.91,.,.,-9,.,-33,-4,NC(=O)CC(NC(=O)Cc1cccc2ccccc12)c1ccc(N2CCN(c3ccccc3)CC2)c([N+](=O)[O-])c1 (centres undefined)
2,-2,0.022,1.0,-1,5,3,-16,-7,CN(Cc1ccccc1)S(=O)(=O)c1ccc(OCC(=O)Nc2cccc([N+](=O)[O-])c2)cc1
17,2,-0.34,1.1,0,12,0,-14,7,Cc1cc(C)n(C(=O)CCC(=O)NCc2ccccc2)n1
12,4,0.064,0.5,0,3,2,-29,.,CCOC(=O)C1(CC2CC2)CCN(C(=O)c2ocnc2C)CC1
7,0,0.87,0.2,-2,-2,-1,-32,.,Cc1cccc(C(=O)Nc2cccc(OCC(=O)O)c2)c1
14,7,-1.5,-0.4,-4,3,-6,5,12,CC(=O)Nc1ccc(Nc2c3ccccc3nc3ccccc23)cc1
3,-4,-0.85,0.9,-2,-5,-1,-15,-2,CN1CCCN(C(=O)CC2(CC(=O)O)CCCCC2)CC1
14,5,-0.49,-0.8,2,0,-2,-7,-7,CC1(C)Cc2c(c(-c3ccco3)nc3sc4c(NCCN5CCOCC5)ncnc4c23)CO1
10,4,-0.4,.,.,0,.,-30,4,CN1C(C(=O)NCc2cccc(C(F)(F)F)c2)CC2Cn3c(nc4ccccc43)C21 (centres undefined)
11,-5,.,-0.5,-1,-4,-4,-3[20 µM],-8,O=C(Nc1ccccc1)c1cnc(-c2ccccc2)nc1-c1ccccc1
13,-1,0.69,0.0,1,2,0,-27,2,Cc1cc(C)cc(N(C(=O)c2ccc(Br)o2)C2C=CS(=O)(=O)C2)c1 (centres undefined)
8,2,-0.068,0.7,1,-4,-3,-14,-3,CCc1cccc(CC)c1NC(=S)N1CCn2cccc2C1c1cccnc1 (centres undefined)
13,2,.,0.4,2,1,1,-12[20 µM],-12,O=S(=O)(NCC1CCN(S(=O)(=O)c2ccccc2)CC1)c1ccccc1
6,8,-0.073,1.0,2,2,3,-11,-9,O=C(/C=C/c1ccco1)Nc1ccc(N2CCCC2)cc1
12,8,-0.2,-0.9,3,5,-4,-16,1,CCN(CC)S(=O)(=O)c1cccc(NC(=O)c2ccc(Br)cc2)c1
8,6,i,1.4,-3,-2,7,-1,4,CN(C)/C=C1\C=C2C(=O)c3ccccc3N2C1=O

# Screening results from PubChem BioAssay.
